# Screening results: PubChem, Johns Hopkins Ion Channel Center
# RGS4 block – RGS4 inhibitors, primary screen, cell-based, HEK293 M3R inducible RGS4, calcium flux; Regulator of G-protein signaling 4 (Homo sapiens), P49798; Fluo-4 calcium flux; active compounds read high; triggered by carbachol at its EC20; B-score at 10 µM; 310,000 compounds, 0.45% hits;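 active = B-score, a plate-corrected calcium signal, over three deviations above library mean, with baseline fluorescence within five deviations of library mean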;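 note: RGS4 expression induced by doxycycline in cells with stable M3 receptor; B-score is computed from the integrated fluorescence ratio over baseline after carbachol; higher B-score means a larger calcium signal and so more RGS4 inhibition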
# Target sequence (P49798 whole entry, looked up): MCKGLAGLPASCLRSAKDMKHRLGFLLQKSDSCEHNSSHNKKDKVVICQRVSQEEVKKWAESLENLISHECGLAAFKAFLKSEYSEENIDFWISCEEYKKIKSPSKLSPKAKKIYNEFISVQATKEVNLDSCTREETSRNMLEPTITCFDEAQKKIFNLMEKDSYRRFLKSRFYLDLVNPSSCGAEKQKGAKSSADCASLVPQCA
# MrgX1 PAM – positive allosteric modulators of MrgX1, primary screen, HEK293 cells, Fluo-4 calcium flux. Mas-related G-protein coupled receptor member X1 (Homo sapiens), Q96LB2. FDSS; active compounds read high. B-score at 10 µM. 310,000 compounds, 0.63% hits;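 active = plate-corrected calcium response at least 3 library SD above typical, normal starting fluorescence, not activating the receptor alone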;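 note: compound read alongside a low EC10 to EC30 dose of BAM8-22 agonist; peak minus trough fluorescence over baseline measured at the second addition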
# TRPC4 act – activators of mouse TRPC4 channel, primary screen, Fluo4 calcium, HEK293 TRPC4beta/mu-opioid cells; B-score at 10 µM; Fluo4 calcium fluorescence; active compounds read high; Short transient receptor potential channel 4 (Mus musculus), Q9QUQ5; AID 2237, 2010; 310,000 compounds, 0.49% hits;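 active = B-score above 5 SD of library B-scores, and initial fluorescence ratio not above library mean plus 5 SD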;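 note: positive B-score marks a calcium rise read as TRPC4 activation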
#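 System: HEK293 cells stably co-expressing mouse TRPC4beta and mu-opioid receptor; Schedule: Fluo4 dye loading 45 min at room temperature, 110 s recording; Detection: Fluo4 fluorescence, kinetic; Evaluation: B-scored integrated calcium fluorescence ratio; Controls: buffer (low) and maximal DAMGO (high).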
# MrgX1 antag – antagonists of human MrgX1 receptor, primary screen, HEK293 cells, Fluo-4 calcium flux | BAM8-22 antagonism; active compounds read low | B-score at 10 µM | 310,000 compounds, 1.3% hits;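 active = calcium-response B-score plate-corrected more than 3 library SD below zero, starting fluorescence within 5 deviations, no agonist response on first addition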;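 note: peak minus trough fluorescence over baseline after final BAM8-22 challenge near maximal dose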
# TRPC6 act – mouse TRPC6 channel activators, primary screen, cell-based, HEK293, membrane potential dye | AID 2550, 2010 | B-score at 10 µM | Short transient receptor potential channel 6 (Mus musculus), Q61143 | 310,000 compounds, 0.13% hits | HEK293-TRPC6 membrane potential dye fluorescence; active compounds read high;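 active = B-score of the integrated fluorescence ratio above library mean plus 3 SD, and starting fluorescence ratio within library mean plus 5 SD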;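 note: higher score means more depolarization so channel activation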
# Target sequence (Q61143 whole entry, looked up): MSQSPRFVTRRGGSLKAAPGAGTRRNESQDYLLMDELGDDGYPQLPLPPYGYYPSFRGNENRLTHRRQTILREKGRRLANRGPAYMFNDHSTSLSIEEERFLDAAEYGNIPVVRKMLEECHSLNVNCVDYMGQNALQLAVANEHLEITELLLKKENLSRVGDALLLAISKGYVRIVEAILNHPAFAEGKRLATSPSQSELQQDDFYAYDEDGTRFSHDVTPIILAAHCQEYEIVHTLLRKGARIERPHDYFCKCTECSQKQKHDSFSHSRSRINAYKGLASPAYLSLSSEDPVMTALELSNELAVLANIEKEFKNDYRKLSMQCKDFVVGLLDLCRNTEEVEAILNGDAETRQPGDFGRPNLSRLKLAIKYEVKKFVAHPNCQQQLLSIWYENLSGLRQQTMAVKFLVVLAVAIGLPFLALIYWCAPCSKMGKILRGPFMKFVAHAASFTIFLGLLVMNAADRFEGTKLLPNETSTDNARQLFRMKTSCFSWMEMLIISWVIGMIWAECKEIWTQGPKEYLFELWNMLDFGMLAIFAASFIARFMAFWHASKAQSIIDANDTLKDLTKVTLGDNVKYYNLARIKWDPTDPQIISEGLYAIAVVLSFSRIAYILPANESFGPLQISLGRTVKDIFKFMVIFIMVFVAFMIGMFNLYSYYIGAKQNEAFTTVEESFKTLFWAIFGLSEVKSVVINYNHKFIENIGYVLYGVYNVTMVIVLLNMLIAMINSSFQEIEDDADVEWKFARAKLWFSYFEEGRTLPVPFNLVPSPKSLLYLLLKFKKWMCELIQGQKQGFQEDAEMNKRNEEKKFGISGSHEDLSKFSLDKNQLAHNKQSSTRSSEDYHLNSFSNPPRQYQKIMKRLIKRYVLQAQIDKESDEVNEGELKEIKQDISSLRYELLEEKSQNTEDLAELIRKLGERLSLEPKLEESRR
# TRPC4 block – inhibitors of mouse TRPC4 channel, primary screen, Fluo4 calcium, HEK293 TRPC4beta/mu-opioid cells | Short transient receptor potential channel 4 (Mus musculus), Q9QUQ5 | DAMGO-evoked Fluo4 calcium flux; active compounds read low | B-score at 10 µM | 300,000 compounds, 0.39% hits | AID 2247, 2010;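 active = B-score over 3 SD under the library average, no early fluorescence shift, positive overall ratio signal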
#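 Test system – stable TRPC4beta/mu-opioid receptor HEK293 cells · Probe or stimulus – DAMGO, a submaximal dose followed by a maximal one · Dosing – one concentration per compound · Signal – Fluo4 calcium fluorescence by kinetic imaging, 5 s 1 Hz baseline · Evaluation – per-well B score of integrated baseline-normalized Fluo4 ratio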
# ANO1 block – TMEM16A chloride channel inhibitors, primary screen, cell-based, HTS. HEK293 TMEM16A/YFP iodide influx fluorescence, ionomycin. 310,000 compounds, 1.2% hits. Anoctamin-1 (Mus musculus), Q8BHY3. AID 588511, 2011. normalized B-score (activity score, 25-100; higher = stronger inhibition) at 10 µM;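 active = ratio plate-corrected score three or more library SD toward inhibition, starting fluorescence score within five deviations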;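 note: score derived from kinetic fluorescence span divided by baseline fluorescence per well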
# MrgX1 agonist – agonists of human MrgX1 receptor, primary screen, HEK293 cells, Fluo-4 calcium flux | Mas-related G-protein coupled receptor member X1 (Homo sapiens), Q96LB2 | Fluo-4 calcium fluorescence, agonist mode; active compounds read high | B-score at 10 µM | 310,000 compounds, 0.44% hits | AID 588627, 2011;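 active = calcium response B-score plate-corrected fluorescence ratio at least 3 library SD, with starting fluorescence B-score inside 5 SD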
#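 Test system: Stable human MrgX1 HEK293 cell line | Schedule: Overnight plating before 1 h dye loading | Read-out basis: Baseline-normalised fluorescence change ratio, B-scored | Detection: Kinetic calcium dye fluorescence, Fluo-4 NW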
# TRPC6 inhibitor – mouse TRPC6 channel inhibitors, primary screen, cell-based, HEK293, membrane potential dye. Short transient receptor potential channel 6 (Mus musculus), Q61143. ACh-evoked depolarization; active compounds read low. B-score at 10 µM. 310,000 compounds, 1.1% hits;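 active = B-score under library mean minus 3 SD, initial fluorescence not abnormally high, positive integrated signal ratio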;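 note: B-score derived from integrated fluorescence ratio over the kinetic read; more negative B-score means stronger inhibition of depolarization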
# TRPC4 PAM – positive allosteric modulators of TRPC4, primary screen, cell-based, mouse TRPC4beta, HEK293 mu-opioid, Fluo-4 calcium | DAMGO EC20, Fluo-4 Ca2+ flux; active compounds read high | 310,000 compounds, 0.42% hits | B-score at 10 µM | AID 2227, 2009 | Short transient receptor potential channel 4 (Mus musculus), Q9QUQ5;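 active = B-score of calcium response area above 5 SD of library B-scores, with initial fluorescence ratio within 5 SD of library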;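 note: B-score of integrated fluorescence ratio over time as area under calcium response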
# TMEM16A act – TMEM16A chloride channel activators or potentiators, primary screen, cell-based, HTS | Anoctamin-1 (Mus musculus), Q8BHY3 | HEK293 TMEM16A/YFP-H148Q/I152L, iodide quench fluorescence; active compounds read low | B-score at 10 µM | 340,000 compounds, 0.3% hits;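 active = fluorescence-ratio B-score plate-corrected deviation score at least 3 library SD below zero, with starting fluorescence score within 5 deviations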;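 note: channel opened by trigger with iodide after compound preincubation; score built on the fluorescence ratio of max minus min over baseline; more negative score means more quench and so TMEM16A activation or potentiation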
# The depositor's hits bear a star; i = inactive; . = not tested or not shown.
# Order of values: TMEM16A act, TRPC4 block, ANO1 block, TRPC6 act, MrgX1 PAM, TRPC4 PAM, TRPC4 act, TRPC6 inhibitor, MrgX1 antag, RGS4 block, MrgX1 agonist
> NC(=O)c1ccc(-n2nc(C(F)(F)F)c3c2CCCC3)cc1
 : i, i, i, i, i, i, i, i, i, i, i
> Cc1ccc(Oc2ccc(N)cc2)cc1
 : i, i, i, i, i, i, i, i, i, i, i
> Cn1nc(C(C)(C)C)c([N+](=O)[O-])c1C(N)=O
 : i, i, i, i, i, i, i, i, i, i, i
> Clc1ccc(Oc2cnc3ccccc3n2)cc1
 : i, i, i, i, i, i, i, i, i, i, i
> Cc1ccc(NC(=O)CS(=O)CC(=O)N(CC(=O)NC2CCCC2)c2ccc3c(c2)OCCO3)cc1 (stereo not given)
 : i, i, i, i, i, i, i, i, i, i, i
> CCOC(=O)c1c(NC(=O)C2CC2)sc(C)c1CC
 : i, i, i, i, i, i, i, i, i, i, i
> C/C(=N\N=C(N)N)c1ccc(C)c(C)c1
 : i, i, i, i, i, i, i, i, i, i, i
> CC1(C)Cc2c(sc(NC(=O)Nc3ccccc3)c2C(N)=O)CO1
 : i, i, i, i, i, i, i, i, i, i, i
> Cn1c(SCC(=O)NCc2cccs2)nnc1-c1ccco1
 : i, i, i, i, i, i, i, i, i, i, i
> CCc1ccc(OCCOCC(O)CN(CCO)CCO)cc1 (stereo not given)
 : i, i, i, i, i, i, i, i, i, i, i
> CCOc1ccc(CNC(=O)CCC(=O)N2Cc3cccc(OC)c3Oc3ncccc32)cc1
 : i, i, i, i, i, i, i, i, i, i, i
> O=S(=O)(c1ccc(-c2ccno2)s1)N1CCCCC1
 : i, i, i, i, i, i, i, i, i, i, i
> Cc1ccc(NC(=O)CN2CCCCCC2)cc1[N+](=O)[O-]
 : i, i, i, i, i, i, i, i, i, i, i
> CCOC(=O)c1cccc(NC(=O)CCc2nc(-c3ccc(C)cc3)no2)c1
 : i, i, i, i, i, i, i, i, i, i, i
> Cc1ccc(NC(=O)CCc2nnc3ccc(N4CCC5(CC4)OCCO5)nn23)nc1
 : i, i, i, i, i, i, i, i, i, i, i
> COc1ccc(-c2ccc(SCC(=O)Nc3nccs3)nn2)cc1OC
 : i, i, i, i, i, i, i, i, i, i, i
> CC(C)CC(NC(=O)C1CCCN1C(=O)CNC(=O)OCc1ccccc1)C(=O)O (stereo not given)
 : i, i, i, i, i, i, i, i, i, i, i
> O=C(O)c1cccc(N2C(=O)c3cc4cccc(Br)c4cc3C2=O)c1
 : i, i, i, i, i, i, i, i, i, i, i
> CCOC(=O)N1CCC(=NNC(=O)COc2ccc(OC)cc2)CC1
 : i, i, i, i, i, i, i, i, i, i, i
> c1ccc(-c2nn3nnnc3c3ccccc23)cc1
 : i, i, i, i, i, i, i, i, i, i, i
> CC(C)OC(=O)C1=C(N)N2C(=O)CSC2=C(C(=O)OC(C)C)C1
 : i, i, i, i, i, i, i, i, i, i, i
> CC(NC(=O)C1CCC(C)(C(=O)O)C1(C)C)c1ccccc1 (stereo not given)
 : i, i, i, i, i, i, i, i, i, i, i
> CCCn1c(C2CCCN2c2nc(-c3cccc(Br)c3)cs2)nc2ccccc21 (stereo not given)
 : i, i, i, i, i, i, i, i, i, i, i
> O=C(CSc1ccc(-c2ccccc2)nn1)c1cccs1
 : i, i, i, i, i, i, i, i, i, i, i
> c1ccc(-c2nnsc2Sc2ccccn2)cc1
 : i, i, i, i, i, i, i, i, i, i, i
> C=CCN1C(=O)C(Cc2ccccc2)S/C1=N/N=C/c1cccs1 (stereo not given)
 : i, i, i, i, i, i, i, i, i, i, i
> COc1cccc(N(CC(=O)NCCSc2ccccn2)S(C)(=O)=O)c1
 : i, i, i, i, i, i, i, i, i, i, i
> O=C(NC1CCCCC1)C(c1ccc(F)cc1)N(Cc1cccs1)C(=O)CN1C(=O)c2ccccc2S1(=O)=O (stereo not given)
 : i, i, i, i, i, i, i, i, i, i, i
> N#Cc1c(N)n(-c2ccccc2N)c2nc3ccccc3nc12
 : i, i, i, i, i, i, i, i, i, i, i
> O=C(Nc1ccc(Cl)cc1)N1CCCC1
 : i, i, i, i, i, i, i, i, i, i, i
> OCCCc1nc2ccccc2n1Cc1ccccc1
 : i, i, i, i, i, i, i, i, i, i, i
> CCOC(=O)c1ccc(N2C(=O)CC(Sc3nc(O)c(CC)c(=O)[nH]3)C2=O)cc1 (stereo not given)
 : i, i, i, i, i, i, i, i, i, i, i
> CCOc1ccc(Br)cc1S(=O)(=O)Nc1ccc(N2CCOCC2)cc1
 : i, i, i, i, i, i, i, i, i, i, i
> COc1ccc(-c2cc(C(=O)NCCN3CCOCC3)c3cc(C(C)C)ccc3n2)cc1
 : i, i, i, i, i, i, i, i, i, i, i
> Cc1cc(=O)n2[nH]c(=O)c(N=Nc3ccccc3)c2[nH]1
 : i, i, i, i, i, i, i, i, i, i, i
> CCCCCCC(=O)N(O)C1CC(=O)N(c2ccc(C)cc2)C1=O (stereo not given)
 : i, i, i, i, i, i, i, i, i, i, i
> Cc1ccn2c(Nc3ccccc3)c(-c3ccccn3)nc2c1
 : i, i, i, i, i, i, i, i, i, i, i
> Cc1nc2ccccc2c(=O)n1NC(=O)c1ccc(C(C)(C)C)cc1
 : i, i, i, i, i, i, i, i, i, i, i
> O=C(Nc1cccc(Cl)c1Cl)C1CCCO1 (stereo not given)
 : i, i, i, i, i, i, i, i, i, i, i
> O=C(/C=C/c1cccc(Br)c1)NCc1ccncc1
 : i, i, i, i, i, i, i, i, i, i, i
> CCOC(=O)N1CCN(C(=O)CNC(=O)c2nn(-c3ccc(OC)cc3OC)c(=O)c3ccccc23)CC1
 : i, i, i, i, i, i, i, i, i, i, i
> O=C(Nc1cccc(F)c1)c1ccc(S(=O)(=O)NCC2CCCO2)cc1 (stereo not given)
 : i, i, i, i, i, i, i, i, i, i, i
> Cc1cnc(CN(C)C(=O)c2ccc3oc(Cc4ccccc4)nc3c2)[nH]1
 : i, i, i, i, i, i, i, i, i, i, i
> O=C(CCNc1ccc(Cl)cc1)c1cccs1
 : i, i, i, i, i, i, i, i, i, i, i
> Cc1ccc(/C=N/N2CCN(Cc3cccc4ccccc34)CC2)o1
 : i, i, i, i, i, i, i, i, i, i, i
> COc1cccc(N(CC(=O)NC2CCCCC2)C(=O)CCCC(=O)Nc2ccccn2)c1
 : i, i, i, i, i, i, i, i, i, i, i
> CC(=O)OCC(=O)Nc1ccc(SC(F)F)cc1
 : i, i, i, i, i, i, i, i, i, i, i
> O=C(COc1ccc(S(=O)(=O)N2CCOCC2)cc1)NCCN1CCOCC1
 : i, i, i, i, i, i, i, i, i, i, i
> CSc1ccccc1NC(=O)c1cc(-c2ccc3c(c2)OCO3)on1
 : i, i, i, i, i, i, i, i, i, i, i
> Cc1nn(-c2ccccc2)c2[nH]c(=O)c(CNc3ccc4c(c3)OCCO4)cc12
 : i, i, i, i, i, i, i, i, i, i, i
> CCN(c1cccc(C)c1)S(=O)(=O)c1c(C)[nH]c(C)c1C(=O)N1CCCCC1
 : i, i, i, i, i, i, i, i, i, i, i
> CC(C)Oc1ccc(CNCC2(O)CCOC(C)(C)C2)cc1 (stereo not given)
 : i, i, i, i, i, i, i, i, i, i, i
> Cc1ccc(S(=O)(=O)N2CCCC(C(=O)NC3=NCCS3)C2)cc1 (stereo not given)
 : i, i, i, i, i, i, i, i, i, i, i
> O=C(O)c1nn(-c2ccccc2)c(-c2ccccc2)c1C(=O)c1ccccc1
 : i, i, i, i, i, i, i, i, i, i, i
> O=S(=O)(O/N=C1\CCCc2ccccc21)c1ccc(Cl)cc1
 : ., i, i, i, i, i, i, i, i, i, i
> COc1c(F)c(F)c(C(=O)O)c(Nc2ccccc2C)c1F
 : i, i, i, i, i, i, i, i, i, i, i
> COc1ccc(Cn2ccnc2SCC(=O)Nc2nnc(C)s2)cc1
 : i, i, i, i, i, i, i, i, i, i, i
> N#CCSc1nn(-c2ccc(F)cc2)c(=S)s1
 : i, i, i, i, i, i, i, i, i, i, i
> Cc1cnc(NC(=O)c2cc3c(C)nn(Cc4ccccc4Cl)c3s2)s1
 : i, i, i, i, i, i, i, i, i, i, i
> Cc1nnc(SCc2nc(N)nc(Nc3ccccc3)n2)s1
 : i, i, i, i, i, i, i, i, i, 5.4*, i

# The results go on.
# Order of values: TMEM16A act, TRPC4 block, ANO1 block, TRPC6 act, MrgX1 PAM, TRPC4 PAM, TRPC4 act, TRPC6 inhibitor, MrgX1 antag, RGS4 block, MrgX1 agonist
> Cc1c(Cl)c([N+](=O)[O-])nn1CC(=O)N1CCN(C23CC4CC(CC(C4)C2)C3)CC1
 : i, i, i, i, i, i, i, i, i, i, i
> N=C1/C(=C\c2ccc(SCc3ccccc3)o2)C(=O)N=C2SC(CC(=O)N3CCOCC3)=NN12
 : i, i, i, i, i, i, i, i, i, i, i
> CC(/C=N/n1c(-c2ccco2)n[nH]c1=S)=C\c1ccccc1
 : i, i, i, i, i, i, i, i, i, i, i
> CN(C)CCN(Cc1ccccc1)S(=O)(=O)c1csc(C(N)=O)c1
 : i, i, i, i, i, i, i, i, i, i, i
> COc1cc2c(cc1OC)CN(C(=O)c1ccncc1)CC2
 : i, i, i, i, i, i, i, i, i, i, i
> COc1ccc(CC(=O)NCCC(C)C)cc1S(=O)(=O)N1CCOCC1
 : i, i, i, i, i, i, i, i, i, i, i
